# Screening data: PubChem, Broad Institute
# CD40 NFkB inh: CD40 pathway inhibition in BL2 cells; AID 1053188; inhibition, % at 10 µM; 0.94% of 83,000 active; BL2 NF-kB luciferase reporter, CD40L-induced, 4 h;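 active = mean inhibition of at least 50% with a set share of replicates also reaching that level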;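 also: 0% = neutral control wells and 100% = IKK inhibitor VII at 50 µM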
# Active calls of the source: *; & = joins results of further samples; [ ] = dose if it differs, or a comment. Some of the compounds tested, so the mix of outcomes need not match the whole.
SMILES,CD40 NFkB inh
O=C1C[C@@H](c2ccccc2)Oc2cc(O)cc(O)c21,-11[25 µM]
N#C[C@@H]1[C@@H](c2ccccc2)[C@@H](CO)N1S(=O)(=O)c1ccc(-c2ccccc2)cc1,12[25 µM]
S=C(NCc1ccccc1)NC1CCCCC1,-8
CC(=O)N1CC2(C1)[C@@H](c1ccccc1)[C@@H](CO)N2C(=O)c1cnccn1,-5[25 µM]
O=C(O)c1cc(N2CCCC2)ccn1,9
COC(=O)c1c(NC(=O)C2CC2)sc2c1CCN(C(C)=O)C2,13
O=Cc1ccccc1Oc1ccccc1,4
CC(=O)Nc1ccc(CN2CCC(CO)(CCOc3ccccc3)CC2)cc1,11
Cc1onc(-c2ccccc2Cl)c1C(=O)NCc1ccco1,-7
[N-]=[N+]=NC1C[C@H](n2ccc(=O)[nH]c2=O)O[C@@H]1CO (stereo partly drawn),-5
CCOc1ccc(NC(=S)N(CCN2CCOCC2)Cc2cc3cc4c(cc3[nH]c2=O)OCO4)cc1,-6
N=C1SCC(=O)N1c1ncc(Cc2ccc(F)cc2)s1,1

# Arranged by the number under CD40 NFkB inh (lowest first): seven of the compounds above.
SMILES,CD40 NFkB inh
S=C(NCc1ccccc1)NC1CCCCC1,-8
Cc1onc(-c2ccccc2Cl)c1C(=O)NCc1ccco1,-7
CCOc1ccc(NC(=S)N(CCN2CCOCC2)Cc2cc3cc4c(cc3[nH]c2=O)OCO4)cc1,-6
N=C1SCC(=O)N1c1ncc(Cc2ccc(F)cc2)s1,1
O=Cc1ccccc1Oc1ccccc1,4
CC(=O)Nc1ccc(CN2CCC(CO)(CCOc3ccccc3)CC2)cc1,11
COC(=O)c1c(NC(=O)C2CC2)sc2c1CCN(C(C)=O)C2,13

# (next part)
SMILES,CD40 NFkB inh
CCCCN(C(=O)c1c(C)noc1C)c1c(N)n(CCCC)c(=O)[nH]c1=O,7
CSCC(C)N1CCC(N2CCC(C(=O)NCc3ccccn3)CC2)CC1 (stereo not drawn),5
N#Cc1cnn(-c2ncnc3sc(-c4ccccc4)cc23)c1N,2
COc1ccc2c(c1)c(C(=O)N1CCN(C)CC1)c(C)n2-c1ccccc1,6
NC(=O)C1CCCc2c1n(Cc1ccccc1)c1ccccc21 (stereo not drawn),2
CCCCc1c(O)c2ccccc2n(CCCC)c1=O,10
N#C[C@H]1[C@H](c2ccccc2C2=CCCCC2)[C@H](CO)N1C(=O)Cc1ccncc1,-7[25 µM]
Cc1scc(C(=O)Nc2ccon2)c1-c1ccccc1,10
Cc1ccc(S(=O)(=O)Nc2ccccc2CNc2ccccn2)cc1,-54
Cc1ccc2c(NC(=O)C3CC3)cccc2n1,2
CC(=O)N1[C@H](CNC(=O)CN(C)C)[C@H](c2ccc(C3=CCCCC3)cc2)[C@@H]1CO,3[25 µM]
C[C@H]1CN([C@@H](C)CO)C(=O)CCCn2nncc2CO[C@@H]1CN(C)Cc1ccccc1C(=O)O,5[25 µM]
OCCC1CN(Cc2cccn2-c2nccs2)CCN1C1CCCCC1 (stereo not drawn),5
Cc1nnc(SCC(=O)NNC(=O)COc2ccc(Br)cc2)n1C,-9
O=C(C[C@@H]1CC[C@@H]2[C@H](COC[C@@H](O)CN2C(=O)c2ccncc2)O1)Nc1ccc(-c2ccccc2)cc1,-1[25 µM]
C[C@@H]1CCCCO[C@H](CN(C)C(=O)Nc2ccccc2)[C@H](C)CN([C@@H](C)CO)C(=O)c2cc(NC(=O)Nc3ccccc3)ccc2O1,-1[25 µM]
COc1ccccc1NC(=O)N1CCCCN2[C@H](C1)[C@H](c1ccc(C#CC3CCCC3)cc1)[C@@H]2CO,10[25 µM]
COc1cccc(NC(=O)C[C@@H]2CC[C@@H]3[C@@H](COc4ccc(NC(=O)C5CC5)cc4C(=O)N3C)O2)c1,-10[25 µM]
CCNc1ccc(S(=O)(=O)N2CCOCC2)cc1NCC(=O)Nc1cccc(Br)c1,-4
CN1CCN(S(=O)(=O)c2ccc(N(C)Cc3ccc(OC(F)F)cc3)c([N+](=O)[O-])c2)CC1,1
O=C(C[C@@H]1CC[C@H](NC(=O)NC2CCCCC2)[C@@H](CO)O1)NCc1ccc(F)cc1,4
Cc1cc(C(=O)CN2C(=O)NC3(CCCc4sccc43)C2=O)c(C)n1-c1ccccc1 (stereo not drawn),-42
COCC(=O)N1CCN(c2nc3ccccc3o2)CC1,-12
CCOC(=O)c1c(Nc2ccc(Cl)cc2)sc(/C=C2\C=Nc3ccccc32)c1O,4
COC(=O)c1c(C(=O)OC)c2ccccn2c1C(=O)c1ccccc1,6
Cc1noc(C)c1NC(=O)Nc1ccc2c(c1)C(=O)N(C)[C@@H]1CC[C@@H](CC(=O)N[C@H]3CCN(Cc4ccccc4)C3)O[C@H]1CO2,-2[25 µM]
S=C1SCN(Cc2ccccc2)CN1Cc1ccco1,-6
O=C(NCCc1ccc2c(c1)OCCO2)c1ccc([N+](=O)[O-])cc1Cl,3
O=C(COc1coc(CN2CCc3ccccc32)cc1=O)Nc1ccc([N+](=O)[O-])cc1,-14
O=C(c1cn(Cc2ccccc2)nc1-c1cccnc1)N1CCc2ccccc2C1,7
N#CCCN(C(=O)COc1ccc(Br)cc1F)c1ccc(F)cc1,19
COc1ccccc1C(=O)NCC(=O)N1CCN(C/C=C/c2ccccc2)CC1,1
Cc1cccc(-c2ccc(C3[C@@H]4CN(C(=O)C5CCCCC5)C[C@H]3N4)cc2)c1 (stereo partly drawn),2&-4[25 µM]
COc1ccccc1C(=O)NCCC(=O)NCc1cccnc1,5
CO[C@H](C(=O)N(C)C[C@H]1OCc2ccccc2-c2ccccc2C(=O)N([C@@H](C)CO)C[C@H]1C)c1ccccc1,-1[25 µM]
Cc1ccc2nc3c(c(N)c2c1)CCN3C,-45
COc1ccc(NC(=O)CSc2nnc(Cc3ccccc3)c(=O)n2N)cc1OC,11
CCCC#Cc1ccc([C@@H]2[C@@H](C#N)N(C(=O)CN3CCOCC3)[C@H]2CO)cc1,-4[25 µM]
CCCn1nc(C(=O)NNC(=O)C2CSC3(C)CCC(=O)N23)c2ccccc2c1=O (stereo not drawn),8
Cc1ccc(CN2C(=O)CCC2C(=O)NCc2ccc3c(c2)OCO3)cc1 (stereo not drawn),15
O=C(CCS(=O)(=O)c1ccccc1)Nc1ccc(N2CCOCC2)cc1,-25
COc1ccc(CC(=O)Nc2ccc(-c3csc(C)n3)cc2)cc1,-12
O=C(c1cc(C2CC2)on1)N1CCCC(N2CCN(c3ccc(F)cc3)CC2)C1 (stereo not drawn),-2
O=S(=O)(c1ccccc1)N1C[C@H]2[C@@H](c3ccccc31)[C@@H](CO)N2Cc1ccc(F)cc1,-3[25 µM]
CCNC(=O)C1(C)CCN(C(=O)c2ccc3snnc3c2)C1 (stereo not drawn),-2
COc1ccc(NC(=O)CN(C)C(=O)c2ccc(S(=O)(=O)Nc3ccccc3F)cc2)cc1,8
CC(C)NC(=O)Nc1ccc(Br)cc1Cl,3
C[C@@H]1CN([C@@H](C)CO)C(=O)CCCn2nncc2CO[C@H]1CN(C)S(=O)(=O)c1ccccc1,-5

# Pulled by structure from above (5):
SMILES,CD40 NFkB inh
CCNC(=O)C1(C)CCN(C(=O)c2ccc3snnc3c2)C1 (stereo not drawn),-2
O=C(CCS(=O)(=O)c1ccccc1)Nc1ccc(N2CCOCC2)cc1,-25
CCCC#Cc1ccc([C@@H]2[C@@H](C#N)N(C(=O)CN3CCOCC3)[C@H]2CO)cc1,-4[25 µM]
COc1ccc(NC(=O)CSc2nnc(Cc3ccccc3)c(=O)n2N)cc1OC,11
C[C@@H]1CN([C@@H](C)CO)C(=O)CCCn2nncc2CO[C@H]1CN(C)S(=O)(=O)c1ccccc1,-5

# Going on with the list:
SMILES,CD40 NFkB inh
O=C(O)C[C@@H]1C[C@H]2c3cc(NS(=O)(=O)c4ccc(F)cc4)ccc3O[C@H]2[C@@H](CO)O1,-5[25 µM]
O=C(CCS(=O)(=O)c1ccc(F)cc1)N1CCN(c2ccccc2)CC1,-51
O=C(Nc1cccc([N+](=O)[O-])c1)c1ccc(N2CCCC2=O)cc1,-10
CN(Cc1ccon1)C(=O)CC1C(=O)NCCN1CC(C)(C)C (stereo not drawn),2
CN(C)CC(=O)N[C@@H]1CC[C@@H](CCn2cc(C3CCCC3)nn2)O[C@H]1CO,9
CCC(C)(C)C1CCC2(CC1)NC(CO)(CO)CO2 (stereo not drawn),10
O=C(NCc1cccnc1)NC1CCCN1S(=O)(=O)c1ccc(Cl)cc1 (stereo not drawn),13
CN(C(=O)N1CCN(c2ccccn2)CC1)c1ccccc1,9
COc1ccc(OCC(O)CN(C)C(=O)C(C)Oc2ccccc2)cc1 (stereo not drawn),-1
O=C(NCC(F)(F)F)[C@@H]1[C@@H](CO)[C@@H]2Cn3c(cccc3=O)[C@@H]2N1CCC(F)(F)F,-8[25 µM]
CO[C@H]1CN(C)C(=O)c2ccc(NC(C)=O)cc2OC[C@@H](C)N(Cc2cccc(F)c2)C[C@H]1C,-6[25 µM]
Cc1ccc2oc(C(=O)N(C)Cc3cnccn3)c(C)c2c1,-21
Cc1nn(C)cc1NC(=O)C[C@@H]1CC[C@@H]2[C@H](COc3ccc(NC(=O)C4CCOCC4)cc3C(=O)N2C)O1,-6[25 µM]
CCc1noc(C)c1C(=O)Nc1cc(S(=O)(=O)N2CCOCC2)ccc1N1CCN(CC)CC1,6
C/C=C/c1ccc([C@H]2[C@@H](C#N)N(C(=O)CN3CCOCC3)[C@@H]2CO)cc1,-23[25 µM]
CCC(C)[C@H](NC(=O)Nc1ccc2c(c1)OCCO2)C(=O)OC (stereo partly drawn),8
COc1cc(NC(=O)c2sc(C)nc2C)c(OC)cc1NC(=O)c1ccccc1,-1
C/C=C/Cn1c(Br)nc2c1c(=O)[nH]c(=O)n2C,11
Cn1ncc(C(=O)Nc2ccc(OC(F)(F)F)cc2)c1-n1cccc1,-5
CC(=O)Nc1ccc(CN2CCCCCCC2)cc1,8
C[C@H]1CCCCO[C@H](CN(C)Cc2ccc(C(=O)O)cc2)[C@@H](C)CN([C@@H](C)CO)C(=O)c2cc(N(C)C)ccc2O1,-23[25 µM]
N#C[C@H]1[C@H](c2ccccc2-c2ccccc2F)[C@H](CO)N1C(=O)C1CCC1,12[25 µM]
CCC(=O)N1CCCCN2[C@@H](CO)[C@H](c3ccc(-c4cccc(C(=O)N(C)C)c4)cc3)[C@@H]2C1,13[25 µM]
O=C(c1ccc(Cl)c(S(=O)(=O)N2CCCC2)c1)N1CCN(c2ccc(F)cc2)CC1,7
CC1CCC(NC(=O)c2nn(C)c(=O)c3ccccc23)CC1 (stereo not drawn),-12
CC(=NNC(=S)N1CCN(c2ccccn2)CC1)c1ccccn1,2
O=C(NC1CC1)c1cccc(S(=O)(=O)Nc2ccccc2F)c1,6
CC1Cc2ccccc2N1C(=O)COC(=O)c1ccc(N(C)C)cc1 (stereo not drawn),-7
O=C(NCc1cccs1)C1CCCN(c2nc3ccccc3o2)C1 (stereo not drawn),8
CCC1Oc2ccc(C)cc2N(CC(=O)NCCC2=CCCCC2)C1=O (stereo not drawn),1
Cc1nc(S(=O)(=O)N2CCOCC2)c(C#N)c(C)c1Cl,9
Cc1ccc(S(=O)(=O)c2c(C)cc(C)nc2N2CCCC2)cc1,8
COc1cccc(N(CC(=O)NC(C)(C)C)C(=O)C2CSC(=O)C2)c1 (stereo not drawn),6
CCCNC(=O)N1CC2(C1)[C@H](c1ccccc1)[C@H](CO)N2C(=O)CC1CC1,-2[25 µM]
CCN(CCNC(=O)c1cccc(N2CCCC2=O)c1)c1ccccc1,-32
Cc1cc(-c2nnc(CCC(=O)N(CC3CC3)CC3CCCO3)o2)no1 (stereo not drawn),-4
CCOc1ccc(-c2nc(C#N)c(NC3CC3)o2)cc1,-90
Cc1cc(=O)[nH]c(NCCO)n1,8
COc1ccc(CNC(=O)C(C)Sc2ccc(S(=O)(=O)N3CCOCC3)cn2)cc1 (stereo not drawn),-4
CCCNc1ccc(C(=O)OCC)cc1[N+](=O)[O-],-58
O=C(Nc1nnc([C@H]2C[C@H](O)[C@@H](CO)O2)s1)Nc1ccc(F)cc1F,-11
CC(C)C1CC(CCNCc2ccc(N(C)C)cc2)(c2ccccc2)CCO1 (stereo not drawn),-7
Cc1cc2c(=O)[nH]c(N)nc2[nH]1,-19
c1ccc2c(N3CCCCC3)nc(N3CCCC3)nc2c1,-1
C[C@@H]1CCCCO[C@@H](CN(C)CC2CCCCC2)[C@@H](C)CN([C@@H](C)CO)C(=O)c2cc(NS(C)(=O)=O)ccc2O1,-4[25 µM]
NC(=O)NC(c1ccccc1)c1ccccc1F (stereo not drawn),26
COC(=O)c1oc2nc(C)cc(C)c2c1N,-1
CO[C@@H]1CN(C)C(=O)c2ccc(NC(=O)c3cccnc3)cc2OC[C@@H](C)N(CC2CCCCC2)C[C@H]1C,-10[25 µM]

# 3 of these compounds, reformatted:
Structure	CD40 NFkB inh
Cc1cc2c(=O)[nH]c(N)nc2[nH]1	-19
Cc1cc(=O)[nH]c(NCCO)n1	8
CC(C)C1CC(CCNCc2ccc(N(C)C)cc2)(c2ccccc2)CCO1 (stereo not drawn)	-7

# Next part
SMILES,CD40 NFkB inh
CCc1ccccc1NC(=O)CC1CS(=O)(=O)CC1CC(=O)Nc1ccccc1CC (stereo not drawn),-4
CCOc1ccc(N(Cc2ccccc2F)C2=NC3CS(=O)(=O)CC3S2)cc1 (stereo not drawn),25
COc1ccc(CN(C)C[C@H]2Oc3ccc(NS(=O)(=O)c4ccc(Cl)cc4)cc3CC(=O)N([C@@H](C)CO)C[C@@H]2C)cc1,13
O=C(COC(=O)/C=C/c1ccc(C(F)(F)F)cc1)NC1CC1,-4
O=C(c1cccc(Cl)c1)N1CCC(N2CCC(C(=O)N3CCCC3)CC2)CC1,-5
COc1ccc(C(C)=O)cc1Cn1nc(C)c([N+](=O)[O-])c1C,4
CC(C)(C)NC(=O)C(c1ccncc1)N(C(=O)C1CSC(=O)C1)c1ccccc1 (stereo not drawn),1
Cc1cc(C)c(C#N)c(Sc2nnnn2-c2ccccc2)n1,5
COc1ccccc1CN1[C@@H](CO)[C@@H]2c3ccccc3N(C(=O)c3cccnc3)C[C@@H]21,12[25 µM]
